Screening results as filed in PubChem BioAssay.
Growth percent in the NCI-60 one-dose screen (48 h, 10 µM unless noted): 100 = growth as untreated, 0 = no growth, -100 = all killed.
SK-MEL-28: SK-MEL-28 melanoma; actives 4.1% (n = 81,000)
MCF7: MCF7 breast cancer; AID 1794796; actives 6.3% (n = 82,000)
MDA-MB-468: MDA-MB-468 breast cancer; actives 8.5% (n = 78,000)
T-47D: T-47D breast cancer | actives 5% (n = 79,000)
MDA-MB-231: MDA-MB-231 breast cancer; actives 5% (n = 81,000); AID 1794789
LOX IMVI: LOX IMVI melanoma | actives 7.4% (n = 79,000)
BT-549: BT-549 breast cancer; AID 1794793; actives 4.4% (n = 78,000)
HS 578T: HS 578T breast cancer; actives 4.1% (n = 78,000)
The depositor's hits bear a star; x = no result given; & = joins results of further samples; [ ] = another dose, or the depositor's remark. How the source made its calls: active means growth percent below 10; inactive means the rest.

SMILES	SK-MEL-28	MCF7	MDA-MB-468	T-47D	MDA-MB-231	LOX IMVI	BT-549	HS 578T
CN1CCN(C2=Nc3cc(Cl)ccc3Nc3ccccc32)CC1	108	93	80	92	94	94	88	85
Cc1nc2c(=O)[nH]c(SCC(=O)Nc3ccc(Cl)cc3)nc2[nH]c1=O	112	98	101	93	107	102	103	106
COC1OC(COCc2ccc(Cl)cc2)C(OCc2ccc(Cl)cc2)C1O (stereo not drawn)	108	99	95	79	106	97	109	96
NC(=O)c1ccccc1Br	97	86	110	90	107	101	x	x
C=CCn1c(SCC(=O)Nc2ccc(C(=O)/C=C/c3cc(OC)c(OC)c(OC)c3)cc2)nnc1-c1cc(OC)c(OC)c(OC)c1	67	7.9*	26	61	49	5.4*	52	69
CCOC(=O)c1ccc2c(c1)[n+](=O)c(C(=O)c1ccc3ccccc3c1)c(C(F)(F)F)n2[O-]	-96*	-93*	-93*	-91*	-99*	-98*	-48*	-46*
CCCCOc1nc2c(c(=O)n(C)c(=O)n2C)n1C	110	100	117	94	96	104	92	x
Nc1cc(S(=O)(=O)O)cc2cc(S(=O)(=O)O)cc(O)c12	115	98	83	121	99	x	367	x
CCOC(=O)c1cn2c(c1C(=O)OCC)C(O)(c1ccc(Br)cc1)N(C)c1ccccc1-2 (stereo not drawn)	111	84	95	79	98	96	108	98
C=C(Cl)COC(=O)C(C)(C)O	98	93	118	99	121	95	104	110
CCCCCCCCCCCCCCCCCCOc1cccc(CCOP(=O)(O)OCC[N+](C)(C)C)c1	94	89	94	x	95	77	93	93
O=c1c2cccc(Cl)c2sc2c(NCCCNCCO)nc3ccccc3c12	72	15	-19*	43	-25*	-93*	80	20
O=C1/C(=C/c2cccc3ccccc23)Oc2cc(O)ccc21	106	103	108	97	108	98	106	107
CCC(=O)Oc1ccc(/C(=C(/CC)c2ccccc2)c2ccc(OCCCN(C)C)cc2)cc1	108	39	106	60	104	94	91	100
COc1ccc(/C=C/C(=O)c2ccc(B(O)O)cc2)cc1O	90	20	67	79	91	58	65	71
COc1ccc(-c2nc3cc(C(=O)Nc4ccccc4)ccc3n2C2CCCCC2)cc1	106	97	125	87	109	94	115	100
NC(N)=N/N=C/c1ccc([N+](=O)[O-])o1	114	72	x	97	105	82	94	105
O=Nc1c(-c2cccc([N+](=O)[O-])c2)nc2ncccn12	115	70	17	73	111	95	73	107
C[Si](C)(C)N1C(=O)c2ccccc2C1=O	91	98	107	112	104	109	112	109
COc1ccc(C2=NN(C(C)=O)C(c3cn(-c4cccc(Cl)c4)nc3-c3ccc(OC)cc3)C2)cc1 (stereo not drawn)	103	95	91	90	88	96	102	90
O=C(/C=C/c1cn(-c2ccccc2)nc1-c1ccccc1)OCc1cn(-c2cccc(Cl)c2)nn1	96	86	112	82	89	90	93	97
CC(O)CN(CCO)CCO (stereo not drawn)	110	99	98	100	107	99	106	97
CC(C)c1ccc(Nc2n[nH]c(=S)s2)cc1	112	101	107	86	89	101	96	116
Cc1cc2c(c(C)c1Cl)C(=O)/C(=C/c1cccc(O)c1)O2	107	56	68	42	67	87	79	95
NS(=O)(=O)c1ccc(CCn2c(SCC(=O)Nc3ccc(F)cc3)nc3ccccc3c2=O)cc1	108	95	91	79	92	97	102	100
O=C(CNc1nc(-c2ccccc2)cs1)Nc1ccc([N+](=O)[O-])cc1Cl	62	9.3*	-30*	13	11	-11*	8.8*	18
O=c1c(-c2nc(-c3ccccc3)c(-c3ccccc3)[nH]2)coc2ccc(F)cc12	70	26	16	22	64	66	71	72
COc1ccc(/C=C2\C(=O)N(C(=O)c3csc(NC(C)=O)n3)N=C2C)cc1OC	108	92	112	94	108	95	96	109
CCCCCCCCCCCc1nc(-c2cc(OC)c(OC)c(OC)c2)no1	100	95	x	100	101	94	107	97
COc1cccc(-c2[nH]c(=S)ncc2C(=O)c2ccccc2)c1	81	70	59	104	99	72	74	x

Arranged by SMILES length (low to high): 4 of the compounds above
SMILES	SK-MEL-28	MCF7	MDA-MB-468	T-47D	MDA-MB-231	LOX IMVI	BT-549	HS 578T
NC(N)=N/N=C/c1ccc([N+](=O)[O-])o1	114	72	x	97	105	82	94	105
O=Nc1c(-c2cccc([N+](=O)[O-])c2)nc2ncccn12	115	70	17	73	111	95	73	107
O=c1c(-c2nc(-c3ccccc3)c(-c3ccccc3)[nH]2)coc2ccc(F)cc12	70	26	16	22	64	66	71	72
NS(=O)(=O)c1ccc(CCn2c(SCC(=O)Nc3ccc(F)cc3)nc3ccccc3c2=O)cc1	108	95	91	79	92	97	102	100

Additional compounds follow.
SMILES	SK-MEL-28	MCF7	MDA-MB-468	T-47D	MDA-MB-231	LOX IMVI	BT-549	HS 578T
[2H]C([2H])([2H])Oc1c(F)cccc1/C=C/C(=O)/C=C(/C=C/c1cccc(F)c1OC([2H])([2H])[2H])OB(F)F	100	87	101	81	104	97	106	117
COc1ccc(Nc2nc(SCCC(C)C)nc(-c3cc(OC)c(OC)c(OC)c3)c2C#N)cc1	100	86	97	81	89	95	105	96
CO[C@H](/C(C)=C/C=C/C=C(C)/C=C/C[C@H](O)CC(=O)/C=C/C=C(C)/C=C/[C@@H](C)NC(=O)[C@H](C)C/C=C/C[C@@H](O)Cc1ccc(O)cc1)[C@@H](C)C(=O)O	108	104	94	96	126	97	108	96
C=C(C)[C@@H]1CC[C@]2(C(=O)O)CC[C@]3(C)[C@H](CC[C@@H]4[C@@]5(C)C[C@@H](CC#Cc6ccccc6C)C(=O)C(C)(C)[C@@H]5CC[C@]43C)[C@@H]12	43	15	17	21	48	44	43	45
COC(=O)C(CCC(=O)CN1C(=O)c2ccccc2C1=O)N1C(=O)c2ccccc2C1=O (stereo not drawn)	111	94	98	x	97	100	101	120
COc1cc(C(=O)NNC(=O)c2ccc(NC(=O)CC#N)cc2)cc(OC)c1OC	105	102	110	98	115	100	114	101
CC(=O)OC(c1ccccc1)C(OC(C)=O)c1ccccc1 (stereo not drawn)	97	112	103	86	111	89	109	x
CCOC(=O)CCCCN1C(=O)S/C(=C\c2ccc([N+](=O)[O-])cc2)C1=O	104	90	108	103	99	96	118	93
O=C1C(=O)c2ccccc2C2=C1C(c1ccc(Cl)cc1)c1c(n[nH]c1-c1ccc(Cl)cc1)N2 (stereo not drawn)	107	63	89	64	86	78	103	99
COc1cc(/C=N/Nc2ncnc3c2c(C)nn3-c2ccc(Cl)cc2)ccc1O	74	76	62	43	66	76	74	87
O=C(CCC(C(=O)c1ccccc1)c1ccccc1)c1ccccc1 (stereo not drawn)	81	72	36	67	78	92	54	80
CC(C)c1cc(C(C)C)c(C(=O)c2ccc([N+](=O)[O-])cc2)c(C(C)C)c1	84	75	45	76	x	85	109	x
CCn1ncc2c1nc(-c1ccccc1)c[n+]2[O-]	108	87	x	95	96	107	101	105
Clc1ccc(Nc2nnc(COc3ccccc3)c3ccccc23)cc1	4.7*	1.3*	-17*	-5.9*	11	-62*	-10.0*	14
NC(=S)Nc1ccccn1	113	103	121	110	111	92	108	97

5 entries from above, with two lines to a compound:
Below each compound – SK-MEL-28, MCF7, MDA-MB-468, T-47D, MDA-MB-231, LOX IMVI, BT-549, HS 578T
CC(=O)OC(c1ccccc1)C(OC(C)=O)c1ccccc1 (stereo not drawn)
 : 97, 112, 103, 86, 111, 89, 109, x
CCOC(=O)CCCCN1C(=O)S/C(=C\c2ccc([N+](=O)[O-])cc2)C1=O
 : 104, 90, 108, 103, 99, 96, 118, 93
O=C1C(=O)c2ccccc2C2=C1C(c1ccc(Cl)cc1)c1c(n[nH]c1-c1ccc(Cl)cc1)N2 (stereo not drawn)
 : 107, 63, 89, 64, 86, 78, 103, 99
COc1cc(/C=N/Nc2ncnc3c2c(C)nn3-c2ccc(Cl)cc2)ccc1O
 : 74, 76, 62, 43, 66, 76, 74, 87
O=C(CCC(C(=O)c1ccccc1)c1ccccc1)c1ccccc1 (stereo not drawn)
 : 81, 72, 36, 67, 78, 92, 54, 80

Carrying on.
SMILES	SK-MEL-28	MCF7	MDA-MB-468	T-47D	MDA-MB-231	LOX IMVI	BT-549	HS 578T
O=c1[nH]c2ccccc2c(=O)n1O	102	87	102	96	114	91	121	114
CCOC(=O)C1CCCC12Nc1cccc3cccc(c13)N2 (stereo not drawn)	111	92	88	95	92	86	93	87
C[C@]12CCC(=O)C=C1CC[C@H]1[C@@H]3C[C@@H](O)[C@](O)(C(=O)CO)[C@@]3(C)C[C@H](O)[C@@]12F	107	86	128	103	102	96	99	115
NC(=O)N1CCN(CCCN2c3ccccc3Sc3cc(Cl)ccc32)CC1	91	83	77	89	75	84	82	80
Oc1c(Cl)cc(Oc2cc(Cl)c(O)c(CN3CCOCC3)c2)cc1CN1CCOCC1	126	94	84	70	97	83	97	93
O=C1/C(=C/c2cc3ccccc3[nH]c2=O)CCC/C1=C\c1cc2ccccc2[nH]c1=O	101	48	77	91	100	73	108	106
COC(=O)/C(=C\c1c(-c2ccccc2)[nH]c2ccccc12)S(C)(=O)=O	36	16	36	27	50	45	46	-9.6*
CN(C)c1ccc(/C=c2/sc3nc(=O)c(-c4ccccc4NC(=O)C(F)(F)F)nn3c2=O)cc1	99	80	87	90	83	98	102	90
O=[N+]([O-])c1ccc(N=Nc2c(S(=O)(=O)O)cc3cccc(S(=O)(=O)O)c3c2O)cc1	116	97	116	91	74	95	x	120
Cc1nc2ccc(Br)cn2c1-c1nnc(SCc2cccc3ccccc23)o1	104	79	89	77	73	97	111	102
CNS(=O)(=O)c1ccc(C)cc1	111&110	98&95	93&106	118&97	104&106	98&97	88	97&110
COc1ccccc1N1CCN(c2ncnc3[nH]ccc23)CC1	111	102	103	96	97	103	90	73
CC(=O)c1ccc(Nc2nc(NCCO)nc(N3CCOCC3)n2)cc1	100	83	106	104	89	96	93	94
C1=NC=C(/C=N/c2n[nH]c(Nc3ccccc3)n2)C1	118	94	95	98	104	102	120	105
Cc1ccsc1[C@H]1c2[nH]c3ccccc3c2C[C@H]2C(=O)N(CCCCCCC(=O)NO)CC(=O)N12	74	50	47	58	97	-72*	106	85
Cc1csc(/N=C(N)/N=C(\N)c2cccs2)n1	117	81	120	96	99	104	134	107
O=C(C1=Cc2cccn2Cc2cnnn21)c1ccc(-c2ccccc2)cc1	91	75	96	101	112	95	81	83
C=C(C)[C@@H]1CC[C@]2(C(=O)O)CC[C@]3(C)[C@H](CC[C@@H]4[C@@]5(C)Cc6c([nH]c7ccccc67)C(C)(C)[C@@H]5CC[C@]43C)[C@@H]12	96	36	55	63	78	44	68	72
COc1cccc(-c2nc3[nH]nc(SC)c3c(=O)[nH]2)c1	107	90	87	105	107	112	104	105
Cn1ccc2cc(NC(=O)c3cccnc3)ccc21	103	97	95	100	104	106	101	109
CCN(CC)CCOC(=O)c1ccc(C)c(C)c1	109	99	103	96	112	99	106	96
O=C(Nc1ccc2ccccc2c1)c1ccccc1[N+](=O)[O-]	115	93	113	77	83	88	104	113
C=CCc1cc(C)ccc1NC(C(N)=O)c1ccccc1 (stereo not drawn)	107	89	98	87	x	101	97	91
O=C1NC(=O)C(Cn2cnc3ccccc32)N1 (stereo not drawn)	104	92	99	106	103	98	110	107
CCOC1CC(C)C=CO1 (stereo not drawn)	106	99	107	100	96	100	103	100
O=C(COc1ccc(/C=C2\Oc3ccc4ccccc4c3C2=O)cc1)c1ccc(Cl)cc1	112	58	x	79	113	54	25	92
COc1ccc(C(=O)c2cc(C)c(OC)c(C)c2)c(OC)c1O	49	16	20	40	17	21	8.5*	18
CCOC(=O)c1ccc2n1CCc1cnc(N)nc1-2	108	100	109	x	106	100	107	108
Fc1ccc(/C=C/c2nc3ccccc3n3c(-c4ccc(Cl)cc4)nnc23)cc1	89	13	-2.3*	61	70	-89*	79	80
Cn1cc(C2=C(c3coc4cc(Br)ccc34)C(=O)NC2=O)c2ccccc21	89	51	5.2*	70	88	69	83	53
Cc1ccc(-c2cc(-c3nnc(SCC(=O)N4CCN(c5cc6c(cc5F)c(=O)c(C(=O)O)cn6C5CC5)CC4)o3)c3ccccc3n2)cc1	104	99	103	102	117	102	105	118
Cc1ccc(S(=O)(=O)n2cc(CNc3ccc(N4CCOCC4=O)cc3)c3ccccc32)cc1	101	62	-9.5*	57	88	87	x	90
COc1ccc(CNc2ccnc3[nH]c4ccc(C#N)cc4c23)cc1	111	89	73	97	92	77	74	97
O=C(Nc1ccc(Cl)c(Cl)c1)NS(=O)(=O)c1cnccc1Oc1ccc(F)cc1	94	59	x	-0.8*	94	83	94	86
O=C1NN(C(=O)c2ccc3ccccc3c2)C(c2ccccc2)=N/C1=C/c1ccoc1	98	57	62	61	90	94	66	68
COc1ccc(/C=N/NC(=O)c2c(Nc3ccccc3)nn(C)c2N)cc1OCc1ccccc1	96	74	66	72	95	94	100	111
CC(C)=CCC/C(C)=C/CC/C(C)=C/CC/C=C(\C)CC/C=C(\C)CCC(=O)Nc1ccn(C2OC(CO)C(O)C2(F)F)c(=O)n1 (stereo not drawn)	60	22	x	41	65	5.8*	18	42
OC(CN1CCCC2CCCCC21)c1ccc(Br)cc1 (stereo not drawn)	102	93	97	82	91	91	101	101
O=C(Cn1nc(-c2cccc3ccccc23)ccc1=O)NCc1cccc(Cl)c1	56[50 µM]	20[50 µM]	13[50 µM]	9.2*[50 µM]	55[50 µM]	29[50 µM]	44[50 µM]	62[50 µM]
CCC(O)(CC)C(F)(F)Cl	113	102	96	93	104	102	96	109
N#CC(C#N)=c1ccc(=C(C#N)C#N)cc1	102	102	95	100	108	99	102	76
N#C/C(=C\c1ccc(-c2cccc(C(F)(F)F)c2)o1)c1ccccc1	98	26	23	36	74	86	97	87
COC(=O)C1(CC(=O)C(C)(C)C)NC(=S)NC(=O)C1C#N (stereo not drawn)	111	95	95	103	99	92	117	91
OC/C=C\CO	110	93	99	x	x	88	75	98
Brc1ccc(Oc2ccc(Br)cc2)cc1	98&115	94&90	90&104	93&90	119&109	105&99	100&102	101&103
C/C(=C/C(C)(C)C)C(=O)C(C)(C)C	108	100	101	108	107	100	118	128
CSc1nc(SCCO)c(C#N)c(-c2cccc([N+](=O)[O-])c2)n1	111	100	106	104	98	96	105	105
Cc1ccc(S(=O)(=O)NC(=O)n2ccc3cc(Br)cnc32)cc1	104	93	114	103	109	99	96	110
